# miR-122 sensor: blocks miR-122 activity in Huh7 sensor cells; Huh7 miR-122 Renilla luciferase sensor, 48 h; neutral wells = 0, positive control = 100; activation (reporter increase), % at 12.5 µM; hit rate 0.3% among 340,000; AID 602342;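 active = mean replicate activation score at least 90 and every replicate individually at or above 90; inconclusive = only one of the two criteria met; inactive = neither criterion met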;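 also: higher luciferase means less miR-122 activity so hits act as miR-122 inhibitors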
# CFTR F508del cor: correctors of CFTR F508del function in bronchial epithelial cells. activity (quench increase), % at 7.58 µM. hit rate 0.36% among 350,000. CFBE cells, YFP halide quenching; stimulated with forskolin plus potentiator P3; % fluorescence drop versus neutral controls;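 active = mean added fluorescence quench of at least 8% versus neutral control, with both replicates also reaching 8%; inconclusive = only one of the mean or replicate conditions met; inactive = mean below 8% and not both replicates reaching 8%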;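 also: cells transiently co-express mutant CFTR-F508del with the halide-sensitive YFP; corrector assay measuring rescue of mutant channel to the surface after 24 h compound exposure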
# SIRT5 block: sirtuin-5 (human) deacylase inhibition; hit rate 1.1% among 330,000; Purified SirT5, succinyl-peptide AMC, trypsin-coupled fluorescence; AID 652115; inhibition, % at 15 µM; Q9NXA8; in the data active = inhibition above about 15%; inconclusive = no clear call, values can overlap the other calls
# ERAP1 HTS inh: blocks human ERAP1 aminopeptidase activity. Q9NZ08. recombinant ERAP1, Leu-AMC fluorescence, 60 min. inhibition, % at 10.7 µM. hit rate 0.15% among 340,000. AID 652197;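 active = mean replicate inhibition of at least 30%, or all replicates individually reaching that 30% level; inactive = mean below 30% and not every replicate reaching it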;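 also: 0% = neutral control wells and 100% = L-leucinethiol positive control wells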
# Target sequence (Q9NZ08 whole entry, looked up): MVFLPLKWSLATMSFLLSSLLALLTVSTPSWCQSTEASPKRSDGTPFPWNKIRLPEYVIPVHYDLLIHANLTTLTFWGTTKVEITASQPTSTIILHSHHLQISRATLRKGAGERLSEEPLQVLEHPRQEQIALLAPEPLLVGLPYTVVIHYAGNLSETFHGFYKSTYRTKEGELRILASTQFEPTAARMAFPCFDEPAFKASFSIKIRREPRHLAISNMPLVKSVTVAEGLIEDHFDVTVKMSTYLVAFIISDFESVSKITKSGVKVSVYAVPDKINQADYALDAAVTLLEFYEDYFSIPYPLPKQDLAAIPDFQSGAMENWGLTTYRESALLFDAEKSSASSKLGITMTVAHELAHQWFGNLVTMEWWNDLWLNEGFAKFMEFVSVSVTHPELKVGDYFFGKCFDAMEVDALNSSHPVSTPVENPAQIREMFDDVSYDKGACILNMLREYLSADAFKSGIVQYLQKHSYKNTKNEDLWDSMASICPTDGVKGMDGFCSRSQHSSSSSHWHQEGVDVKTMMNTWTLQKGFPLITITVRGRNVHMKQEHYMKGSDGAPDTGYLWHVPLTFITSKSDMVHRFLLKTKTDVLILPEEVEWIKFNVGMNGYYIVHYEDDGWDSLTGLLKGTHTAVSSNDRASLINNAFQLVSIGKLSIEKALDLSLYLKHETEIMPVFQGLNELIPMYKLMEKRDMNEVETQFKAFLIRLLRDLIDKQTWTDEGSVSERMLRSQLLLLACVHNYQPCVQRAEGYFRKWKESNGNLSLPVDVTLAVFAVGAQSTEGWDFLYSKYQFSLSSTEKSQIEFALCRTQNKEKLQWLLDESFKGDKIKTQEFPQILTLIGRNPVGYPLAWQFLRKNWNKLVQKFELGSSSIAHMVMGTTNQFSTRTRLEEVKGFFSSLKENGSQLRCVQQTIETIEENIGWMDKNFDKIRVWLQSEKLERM
# ERp5 inh: blocks human ERp5 reductase activity on insulin; Q15084; ERp5 insulin aggregation, absorbance 650 nm, 90 min; inhibition, % at 9.99 µM; hit rate 0.05% among 350,000; AID 651711;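 active = mean replicate inhibition above about 25%, with every replicate also reaching it, limit read from the data, passing the limit was not always enough; inconclusive = only one of those two criteria met; inactive = neither criterion met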
# DENV2 CPE rescue: inhibitors of DENV2 cytopathic effect; DENV2-infected cells, cytopathic effect rescue, plate reader; CPE inhibition, % at 9.99 µM; hit rate 1.7% among 350,000; in the data active = CPE inhibition above about 20%, passing the limit was not always enough; inconclusive = no clear call, values can overlap the other calls; tested in BHK-21 cells;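 also: 0% = median of neutral control wells and 100% = median of positive control wells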
# Casp6 inh: blocks human caspase-6 cleavage activity | P55212 | purified caspase-6, Z-VEID-R110 cleavage fluorescence | inhibition, % at 12.5 µM | hit rate 0.53% among 350,000 | AID 686996;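 active = mean inhibition across replicates at least about 35%, with every replicate also reaching that limit, limit read from the data; inconclusive = only one of the two criteria met; inactive = neither criterion met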;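 also: 0% = median of neutral control wells and 100% = no fluorescence left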
# The depositor's hits bear a star; ? = inconclusive; . = not tested or not shown; & = joins results of further samples; [ ] = dose if it differs, or a comment.
SMILES,miR-122 sensor,CFTR F508del cor,SIRT5 block,ERAP1 HTS inh,ERp5 inh,DENV2 CPE rescue,Casp6 inh
O=S(=O)(c1ccc(F)cc1)N1[C@@H]2CNC[C@H]1C2c1ccc(-c2cccc(F)c2)cc1 (some centres not stated),.,2.4&1.0,-1&8,-1&-1,1&2,4&3,-1&0
CC1(C(=O)N2CC3(CC(c4ccccc4)=NO3)C[C@H]2C(=O)NCC(N)=O)CC1 (some centres not stated),-2,2.1,.,1,0,-12,5
COC(CNC(=O)c1ccc2c(c1)ncn2-c1cccc(C)c1)OC,-7,-3.4,-2,1,1,-1,1
COc1cc2c(cc1OC)C(C)N(C(=O)Nc1ccc(F)cc1)CC2 (configuration not stated),-3,3.0,-8,0,0,10,-2
CS(=O)(=O)Nc1ccc2c(c1)[C@H]1C[C@H](CC(=O)NCc3ccc(-c4ccccc4)cc3)O[C@H](CO)[C@H]1O2,-8[16.7 µM],-1.1,.,.,.,-1,.
COCC(=O)N1[C@H](CO)[C@H]2c3ccccc3N(C(=O)Nc3ccccc3F)C[C@H]21,-13[16.7 µM],0.6,-2,2,-3,-1,2
O=C(Nc1ccccc1)N1CCN(Cc2ccc3c(c2)OCO3)CC1,.,0.3,.,0,-3,-13,-1
O=C(NNC(=O)c1ccccc1O)c1ccc(Cl)c(S(=O)(=O)N2CCCCC2)c1,-1,4.4,0,4,1,4,0
Cc1ccc(NC(=O)C(c2ccccc2)N2CCN(C(=O)c3ccco3)CC2)cc1 (configuration not stated),.,-2.1,1,-3,4,1,0
COCC#Cc1ccc2c(c1)O[C@@H](CN(C)Cc1ccccc1F)[C@H](C)CN([C@@H](C)CO)S2(=O)=O,-7[16.7 µM],-2.8,-2,-2,2,-2,2
CCN1C(N(C)CCc2cccs2)=N[C@@H](c2ccccc2)C(C(=O)OC)=C1C,9,0.6,.,2,-2,9,4
CN1CCN(c2ccc(NC(=O)c3ccc(Cl)cc3Cl)cc2)CC1,1,0.7,2,2,6,?,-3
C[C@@H]1CCCCO[C@@H](CN(C)C(=O)Nc2ccc3c(c2)OCO3)[C@H](C)CN([C@@H](C)CO)C(=O)c2cc(NC(=O)Nc3cccc4ccccc34)ccc2O1,-3[16.7 µM],2.1,6,-2,-4,-8,0
O=C(N[C@H]1CC[C@H](CCNS(=O)(=O)Cc2ccccc2)O[C@H]1CO)c1cnccn1,3[16.7 µM],0.9,0,.,.,.,.
CC(C)Cn1c(N)c(C(=O)COC(=O)C2CC(=O)N(c3ccc4c(c3)OCCO4)C2)c(=O)n(C)c1=O (configuration not stated),-8,2.0,-10,3,-3,-5,-1
C[C@@H]1CN([C@@H](C)CO)S(=O)(=O)c2ccc(C#Cc3ccccc3)cc2O[C@H]1CN(C)C(=O)CN(C)C,-5[16.7 µM],4.0,-5,-1,4,?,0
CC(C)OC(=O)c1cc(C(=O)c2cc(Cl)ccc2O)coc1=N,0,1.1,3,-2,-9,-10,3
COC(=O)N1Cc2ccnnc2CC1c1ccccc1-c1ccc(OC)cc1 (configuration not stated),.,-1.1,-2,2,-1,4,-4
C[C@@H]1CN([C@@H](C)CO)C(=O)c2cc(NS(=O)(=O)c3ccccc3)ccc2O[C@@H](C)CCCCO[C@H]1CN(C)C(=O)C1CCCCC1,-8[16.7 µM],-2.1,5,-1,2,-10,0
O=C1N(Cc2cccnc2)C[C@@H]2C[C@@H](c3ccc4nonc4c3)N3CCC[C@@]123,3,1.1,1,-1,20,2,7
Cc1ccc(NNC(=O)C(O)(c2cccc(C(F)(F)F)c2)c2cccc(C(F)(F)F)c2)cc1,14,3.2,-5,0,4,-3,1
COC(=O)c1sc(=S)n(-c2cc(F)ccc2F)c1N,2,-1.0,11,7,3,-9,0
C[C@@H]1CCCCO[C@H](CN(C)C(=O)CCC(F)(F)F)[C@H](C)CN([C@H](C)CO)C(=O)c2cc(NC(=O)Cc3ccccc3)ccc2O1,-6[16.7 µM],0.7,2,-1,-8,-2,0
CC(=O)c1cccc(NC(=O)N2CCN(S(C)(=O)=O)CC2)c1,6,0.1,-1,2,7,7,2
CCc1cccc(CC)c1NC(=O)COC(=O)c1ccccc1-c1nc2ccccc2s1,.,.,2,8,-4,.,0
# The list continues.
SMILES,miR-122 sensor,CFTR F508del cor,SIRT5 block,ERAP1 HTS inh,ERp5 inh,DENV2 CPE rescue,Casp6 inh
O=C(Nc1ccc(Br)cc1)c1cccnc1N1CCCCC1,7,-2.8,-2,-1,0,-3,-12
O=C(CCNC(=O)c1ccccc1Cl)Nc1ccncc1,.,0.8,6,-4,-3,?,-4
O=C(COC(=O)Cc1ccc(Cl)cc1)NCc1ccco1,.,1.5,1,-4,1,-1,42*
COc1ccc(CNC(=O)[C@@H](NC(=O)C2CCN(C(=O)[C@@H]3CCCN3C(=O)OC(C)(C)C)CC2)C(C)C)cc1,0,-1.7,.,13,-1,16,-1
COc1ccc(-c2cnc3c(c2)C(=O)N([C@H](C)CO)C[C@H](C)[C@H](CN(C)C(=O)CN(C)C)O3)cc1,-4[16.7 µM],0.3,-1,-1,10,2,-1
CC1CCCCN1N=Nc1nc2c([nH]1)c(=O)n(C)c(=O)n2C (configuration not stated),3,0.8,.,2,-8,-2,0
O=C(N[C@@H](Cc1ccccc1)C(=O)NCc1ccc(F)cc1)C1CCNCC1,-4,-0.5,-1,2,-7,0,-4
COc1ccc(C(=O)N2C[C@H]3[C@@H](c4ccccc42)[C@H](CO)N3C(=O)Cc2ccccn2)cc1,-29[16.7 µM],0.9,6,5,2,-3,-2
CCOc1ccc(C2(C)NC(=O)N(CCN(C)C)C2=O)cc1 (configuration not stated),.,1.4,-5,0,2,7,-2
COc1cccc(Nc2nc(C(N)CO)cs2)n1 (configuration not stated),-4,3.6,-5,1,-1,6,-1
Cc1ccc(S(=O)(=O)/N=C(/c2ccc(F)cc2)N2CCCC2)cc1,.,-1.8,-1,-2,0,7,0
Cc1nnc2sc(SCC(=O)N3CCC(C)CC3)nn2c1=O,-3,0.6,2,-1,-1,10,-1
COc1ccc(Cn2c(=N)c(C(=O)NC3CCCCC3)cc3c(=O)n4ccccc4nc32)cc1,.,-3.3,3,-1,3,0,0
COCC(=O)Nc1ccc2c(c1)C(=O)N(C)[C@H]1CC[C@H](CC(=O)Nc3cccc(C)c3)O[C@@H]1CO2,0[16.7 µM],-1.2,-2,5,-4,9,-1
COc1ccccc1NC(=O)CSc1nc2c(sc3ccccc32)c(=O)n1CCN(C)C,17,1.0,-9,10,-5,-2,4
COc1ccc(CN(C)C[C@H]2Oc3ccc(NS(=O)(=O)c4cccs4)cc3C(=O)N([C@@H](C)CO)C[C@@H]2C)cc1,16[16.7 µM],2.5,4,0,-4,-9,-2
Cc1ccc(-n2nc(C)c3c2C(Br)C(C)(C)CC3=O)nc1 (configuration not stated),.,-4.9,0,-4,-1,-7,5
Cc1ccc(NC(=O)CN2CCCC2)cc1Br,-2,-1.9,.,1,5,18,-2
COc1cc(/C=N/NC(=O)c2cnccn2)cc(OC)c1OC,-1,0.3,1,-4,5,.,-2
COCCNC(=O)C[C@H]1C[C@H]2c3cc(NC(=O)Nc4ccc(C(F)(F)F)cc4)ccc3O[C@H]2[C@H](CO)O1,3[16.7 µM],-2.2,-1,-3,2,2,2
O=C(NCc1ccc2c(c1)OCO2)Nc1ccc2ccccc2c1,-1,-1.0,-5,1,.,4,2
Fc1ccc(-n2ncc3c(SCc4cccnc4)ncnc32)cc1,.,3.1,-3,-4,2,3,2
COc1cc(/C=C/c2onc(C)c2[N+](=O)[O-])cc(OC)c1OC,.,1.5,-4,1,-3,0,-2
O=C(Nc1cccc(-c2nn[nH]n2)c1)c1ccc(Br)s1,-4,-1.0,1,-4,-7,-10,8
O=C(Nc1ccc(F)cc1)Oc1ccccc1N1CCOCC1,.,-0.2,.,.,-1,1,8

# Whole records, looked up by structure:
# C[C@@H]1CN([C@@H](C)CO)C(=O)c2cc(NS(=O)(=O)c3ccccc3)ccc2O[C@@H](C)CCCCO[C@H]1CN(C)C(=O)C1CCCCC1 reads miR-122 sensor: -8[16.7 µM]; CFTR F508del cor: -2.1; SIRT5 block: 5; ERAP1 HTS inh: -1; ERp5 inh: 2; DENV2 CPE rescue: -10; Casp6 inh: 0
# CC1CCCCN1N=Nc1nc2c([nH]1)c(=O)n(C)c(=O)n2C (configuration not stated) reads miR-122 sensor: 3; CFTR F508del cor: 0.8; SIRT5 block: .; ERAP1 HTS inh: 2; ERp5 inh: -8; DENV2 CPE rescue: -2; Casp6 inh: 0

# The list goes on:
SMILES,miR-122 sensor,CFTR F508del cor,SIRT5 block,ERAP1 HTS inh,ERp5 inh,DENV2 CPE rescue,Casp6 inh
O=C(c1ccco1)N1CCN(C(=O)c2cc3c(s2)-c2ccccc2OC3)CC1,-9,2.5,.,1,3,-5,0
COc1ccc(C2CC(c3cccs3)=NN2C(=O)CSc2nncs2)cc1OC (configuration not stated),.,-0.3,-1,2,7,7,1
Cc1ccc2c(c1)Oc1ccc([N+](=O)[O-])cc1C(=O)N2,.,-0.4,0,3,-1,.,2
COc1ccc(CCNC(=O)c2cc(-c3ccccc3)c(N3CCOCC3)s2)c(OC)c1OC,-2,-1.9,-1,0,0,3,.
COC(=O)N/N=C/c1ccc(OS(=O)(=O)c2ccc(C)cc2)c(OC)c1,.,1.2,3,-2,2,9,-1
C[C@@H]1CN([C@H](C)CO)C(=O)Cc2cc(NS(=O)(=O)c3cccs3)ccc2O[C@H]1CN(C)S(=O)(=O)c1ccccc1,-5[16.7 µM],-0.1,-4,-2,1,3,1
COc1ccc(-n2c(C)cc(C)c(C(C)=O)c2=S)cc1,-4,3.3,27*,5,6,-11,5
COc1ccc2nc(C3CCCCC3)c3c(c2c1)CCC3,4,1.4,-1,4,-8,8,4
CCN1/C(=C\C=C2\C(=O)N(c3ccccc3)C(=S)N2C)Sc2ccccc21,-1,0.8,1,-1,5,-3,-5
O=C(c1ccncc1)N1CC(=O)N2[C@H](CO)[C@@H](c3ccc(-c4ccccc4F)cc3)[C@@H]2C1,.,-2.2,-1,6,-2,?,0
O=C(CN1C(=O)NC2(CCc3ccccc32)C1=O)Nc1ccc(Br)cc1F (configuration not stated),.,-4.3,-2,-1,7,-5,4
O=C(CCl)NCCNC(=O)c1cc(OCC(F)(F)F)ccc1OCC(F)(F)F,-2,-4.3,-4,-8,-1,-3,4
CCc1nc2ccccc2n1CC(=O)NC1CCS(=O)(=O)C1 (configuration not stated),-4,-1.4,-3,0,4,1,1
O=C(N[C@H]1CC[C@H](CCn2cc(-c3ccccn3)nn2)O[C@@H]1CO)c1ccccc1,.,1.6,1,-2,-5,-3,-2
CCC(CC)CN1C(Nc2ccccc2)=NC[C@@H]1C,-5,0.9,-4,0,2,-6,-1
C[C@@H]1CN([C@H](C)CO)C(=O)c2cc(NC(=O)c3ccncc3)ccc2O[C@@H]1CN(C)S(=O)(=O)c1cn(C)cn1,4[16.7 µM],0.0,-1,-4,5,2,-2

# Molecules above with a thiophene ring, fused or not:
SMILES,miR-122 sensor,CFTR F508del cor,SIRT5 block,ERAP1 HTS inh,ERp5 inh,DENV2 CPE rescue,Casp6 inh
CCN1C(N(C)CCc2cccs2)=N[C@@H](c2ccccc2)C(C(=O)OC)=C1C,9,0.6,.,2,-2,9,4
COc1ccccc1NC(=O)CSc1nc2c(sc3ccccc32)c(=O)n1CCN(C)C,17,1.0,-9,10,-5,-2,4
COc1ccc(CN(C)C[C@H]2Oc3ccc(NS(=O)(=O)c4cccs4)cc3C(=O)N([C@@H](C)CO)C[C@@H]2C)cc1,16[16.7 µM],2.5,4,0,-4,-9,-2
O=C(Nc1cccc(-c2nn[nH]n2)c1)c1ccc(Br)s1,-4,-1.0,1,-4,-7,-10,8
O=C(c1ccco1)N1CCN(C(=O)c2cc3c(s2)-c2ccccc2OC3)CC1,-9,2.5,.,1,3,-5,0
COc1ccc(C2CC(c3cccs3)=NN2C(=O)CSc2nncs2)cc1OC (configuration not stated),.,-0.3,-1,2,7,7,1
COc1ccc(CCNC(=O)c2cc(-c3ccccc3)c(N3CCOCC3)s2)c(OC)c1OC,-2,-1.9,-1,0,0,3,.
C[C@@H]1CN([C@H](C)CO)C(=O)Cc2cc(NS(=O)(=O)c3cccs3)ccc2O[C@H]1CN(C)S(=O)(=O)c1ccccc1,-5[16.7 µM],-0.1,-4,-2,1,3,1

# Screening results (PubChem BioAssay)
